S1P3 antag: antagonists of human S1P3 receptor. inhibition, % at 4.98 µM. hit rate 0.27% among 170,000. CHO S1P3 NFAT-BLA reporter, FRET fluorescence, antagonist mode. Q99500;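 active = inhibition above the plate cutoff, the mean inhibition of test wells on that plate plus 3 SD, cut at about 28% in these data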;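 also: cells challenged with S1P at its EC80 of 0.8 µM; blue over green emission ratio from cleaved BLA substrate after 4 h stimulation; 0% = S1P-stimulated wells and 100% = unstimulated DMSO-only wells; some compounds past the cut are filed as inactive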
Target sequence (Q99500 whole entry, looked up): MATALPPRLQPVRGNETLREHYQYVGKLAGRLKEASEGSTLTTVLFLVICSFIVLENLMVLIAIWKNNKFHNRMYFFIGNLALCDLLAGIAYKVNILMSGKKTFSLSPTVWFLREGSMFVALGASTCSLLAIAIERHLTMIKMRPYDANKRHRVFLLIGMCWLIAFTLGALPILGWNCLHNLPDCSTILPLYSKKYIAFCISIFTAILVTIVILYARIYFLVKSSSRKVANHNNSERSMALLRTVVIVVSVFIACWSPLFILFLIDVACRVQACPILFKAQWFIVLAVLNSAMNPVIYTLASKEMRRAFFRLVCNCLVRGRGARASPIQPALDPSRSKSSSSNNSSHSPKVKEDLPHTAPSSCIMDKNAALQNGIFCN
Starred values were filed as active, the others as inactive. This is a subset (hit frequency here may not be typical).

smiles,S1P3 antag
CCN(CC)C(=O)Oc1nnc(SC(C)C)n1-c1ccc(Cl)c(Cl)c1,7.4
CN1CCN(Cc2nc3c(c(=O)n(C)c(=O)n3C)n2Cc2ccccc2Cl)CC1,-32.8
O=c1[nH]nc(N/N=C/c2ccc(Cl)cc2Cl)c(=O)[nH]1,-3.0
CC(=O)N(NC(N)=O)C(C)CC(=O)C1C(C)C=CCC1(C)C (stereo not given),-1.8
Clc1ccccc1CN1CCN(/N=C/C=C/c2ccco2)CC1,-5.1
CCOC(=O)c1nc(C)nc(Sc2n[nH]c(-c3ccc(C(C)(C)C)cc3)n2)c1C,4.7
CCOC(=O)N1CCN(C(c2ccc(Cl)cc2)c2sc3nc(C)nn3c2O)CC1 (stereo not given),-13.0
CC1c2ccccc2N(NC(=O)Cc2ccccc2)C1C (stereo not given),-6.1
Cc1cccc(C)c1OCC(=O)N(Cc1cccs1)C1CCS(=O)(=O)C1 (stereo not given),2.2
CC(C)(C)c1ccc(/C=C2/SC(N3CCCC3)=NC2=O)cc1,-7.0
CCS(=O)(=O)c1cc([N+](=O)[O-])c(Sc2ccccc2NC(C)=O)s1,5.3
CSc1ccc2c(c1)C(N1CCN(C)CC1)Cc1ccccc1S2 (stereo not given),-1.5

Rewritten with the structure last: entries from further up
S1P3 antag	compound
-5.1	Clc1ccccc1CN1CCN(/N=C/C=C/c2ccco2)CC1
4.7	CCOC(=O)c1nc(C)nc(Sc2n[nH]c(-c3ccc(C(C)(C)C)cc3)n2)c1C
-13.0	CCOC(=O)N1CCN(C(c2ccc(Cl)cc2)c2sc3nc(C)nn3c2O)CC1 (stereo not given)
-6.1	CC1c2ccccc2N(NC(=O)Cc2ccccc2)C1C (stereo not given)
2.2	Cc1cccc(C)c1OCC(=O)N(Cc1cccs1)C1CCS(=O)(=O)C1 (stereo not given)

Next results.
smiles,S1P3 antag
CC(=O)N1CCc2ccc(NC(=O)c3c(-c4c(Cl)cccc4Cl)noc3C)cc21,-6.5
O=C(Cn1c2c(c(=O)n3ncnc13)CCC2)N/N=C/c1cccs1,-8.3
S=C1NCN(Cc2cccnc2)CN1c1cccc2ccccc12,-5.1
O=C(Cn1nc2sc3ccccc3n2c(=O)c1=O)c1ccc(Cl)cc1,-0.3
CSc1nc2cc(C)nn2c(-c2ccc(C(C)(C)C)cc2)c1C#N,-16.0
Cc1cc(C)n2c(SCCO)nnc2n1,1.8
CC(=O)c1sc(-c2ccccc2)cc1N,-5.8
N=C1CCCN1c1ccccc1O,3.6
COc1ccc(-c2cn[nH]c2-c2ccc(OCc3ccc([N+](=O)[O-])cc3)cc2O)cc1OC,14.7
Cc1cccn2c(=O)c3cc(C(=O)N4CCc5ccccc5C4)n(C)c3nc12,9.6
Cc1cc(=O)[nH]c(/N=C(\N)Nc2ccc(Oc3ccccc3)cc2)n1,18.0
Cc1nnc2sc(-c3cc4ccccc4o3)nn12,-8.3

(list continues)
smiles,S1P3 antag
Cc1ccc(C)c(NC(=O)CSc2nc3nc(-c4cccs4)cc(C(F)(F)F)c3c(=O)[nH]2)c1,-1.2
COc1ccc(C(=O)N/C(=C/c2cccnc2)C(=O)NCc2ccco2)cc1OC,0.0
CCOP(=O)(c1ccccc1)c1nc(-c2ccccc2C)oc1NCc1ccccc1 (stereo not given),0.7
O=C(c1ccc(Cl)s1)N1CCN(c2ncccn2)CC1,-7.0
CC1CCN(C(=O)c2ccc(NS(=O)(=O)c3cccc4cccnc34)cc2)CC1,-0.9
Cc1ccccc1C1c2[nH]c3ccccc3c2CCN1Cc1cccn1-c1ncccn1 (stereo not given),-4.3
CCOC(=O)CSc1nc2cc(C(F)(F)F)cnc2n1C,-10.6
CC(C)(C)c1cc(-c2ccccc2)no1,-3.9
COc1ccc2cc(C(=O)C3CCCN(C(=O)c4ccnn4C)C3)ccc2c1 (stereo not given),6.3
O=C(CN1C(=O)C2CC=CCC2C1=O)Nc1ccc(S(=O)(=O)Nc2nccs2)cc1 (stereo not given),5.5
CCc1ccc(N2CN=c3s/c(=C\c4ccccc4)c(=O)n3C2)cc1,1.6
CCOC(=O)c1cnc2c(c(C)nn2C)c1Oc1ccc(OC)cc1,-0.8

Remaining list, next part:
smiles,S1P3 antag
COc1ccccc1N1CC=C(c2cccc([N+](=O)[O-])c2)NC1=O,0.4
CCOc1ccc(-n2c(O)cc(=O)[nH]c2=O)cc1,-1.1
CC1=NNC(=O)C1CC(=O)N/N=C/c1sccc1C (stereo not given),-13.0
CN(C(=O)Nc1ccc(Cl)cc1)n1cnc2ccccc2c1=O,0.0
CC(=O)c1c(C)c(C)c2n1CCn1c(C)ccc1-2,6.8
Cc1ccc(NC(=O)CC(N)=S)cc1,-11.4
Cc1ccc(S(=O)(=O)N(C)c2ccc(OCC(=O)Nc3cccc(-n4cnnn4)c3C)cc2)cc1,8.0
O=C(/C=C/c1ccccc1)NCC1(c2ccccc2)CCOCC1,2.2
S=c1[nH]nc(-c2ccccc2Cl)n1/N=C/C=C/c1ccco1,-1.8
CCOC(=O)c1sc(NC(=O)c2ccccc2C(=O)O)c(C(=O)OCC)c1C,-6.7
Cc1c(/C=N/NC(N)=O)c2ccccn2c1C(=O)c1ccncc1,-9.9
O=C(N/N=C/c1ccc(Cl)c([N+](=O)[O-])c1)c1cc(-c2ccc3c4c(cccc24)CC3)n[nH]1,-4.5

The results go on.
smiles,S1P3 antag
O=[N+]([O-])c1cnccc1Nc1ccc(Cl)cc1,5.1
Cc1ccc(NC(=S)Nc2ccc3[nH]c(=O)[nH]c3c2)cc1,8.6
CC(=O)N(c1cccc(Br)c1)c1nc(C)cc(C)c1C#N,-13.7
O=[N+]([O-])c1cccc(/C=N/N2CCN(Cc3ccc(Cl)cc3)CC2)c1,5.4
CCOC(=O)C(=CNc1cc(C(F)(F)F)ccc1N1CCOCC1)C(=O)OCC,7.8
CC(=O)N1N=C(c2ccc(Cl)cc2)OC12CCCC2,1.1
Cc1cc[n+](-c2[nH]c(=O)sc2/C=N/N=C(\[O-])CCn2c3ccccc3c3ccccc32)cc1,-13.8
CCOC(=O)CSc1nc(C)c(Oc2ccc(Cl)cc2Cl)c(=O)[nH]1,2.6
COc1ccc(NC(=O)c2cccc(OC(=S)N3CCOCC3)c2)cc1,2.1
COc1ccc(OC(=O)Nc2ccc([N+](=O)[O-])cc2OC)cc1,2.9
CCCCc1cc2c(cc1NC(=O)CN1CCCCC1)OCCO2,5.2
Cc1nc(S/C(=C\c2ccc(-c3ccc(C(=O)O)c(Cl)c3)o2)C(=O)O)n[nH]1,-2.5

Next entries follow:
smiles,S1P3 antag
O=[N+]([O-])c1ccc2c(c1Nc1ccccc1Cl)=NC1(CCCCC1)N=2,3.9
Nc1cc(S(=O)(=O)Nc2ccc(Cl)cc2)ccc1N1CCOCC1,12.2
CC(=O)NC(=S)Nc1ccc2oc(=O)ccc2c1,2.5
COc1cccc(OC)c1-c1nn(-c2ncc(C(F)(F)F)cc2Cl)c(=O)o1,-4.5
CCCCOc1ccc(CON(C(C)=O)C(C)=O)cc1Cl,-20.7
CCOc1ccc(-c2cc(N)n(S(=O)(=O)c3cccc4nsnc34)n2)cc1,11.2
COc1cc(C(=S)N2CCOCC2)cc(OC)c1O,-10.4
Nc1nc2c(C(=O)N3CCOCC3)nnn2c2ccccc12,-1.8
O=C(NC(=S)NN1CCCCC1c1cccnc1)c1ccc(Br)cc1 (stereo not given),-0.6
COC(=O)c1cc(Nc2cc(C)c3ccc(O)cc3n2)cc(C(=O)OC)c1,9.6
CCOC(=O)c1c(NC(=S)NCc2ccccc2)sc2c1CCN(C(=O)OCC)C2,-7.5
Cc1cc(Nc2cccc([N+](=O)[O-])c2)c2cccc(C)c2n1,-2.4

(listing goes on)
smiles,S1P3 antag
COc1ccccc1N1C(=O)C2C(C(=O)c3ccccc3)=NN(c3ccc(Br)cc3)C2C1=O (stereo not given),25.1
COc1cc2c(cc1OC)C1(C)N(CC2)C(C(C)=O)=NN1c1ccc(Cl)cc1 (stereo not given),11.4
O=C(NN1CCOCC1)NC12CC3CC(CC(C3)C1)C2,-1.0
CCCN(CCC)S(=O)(=O)c1ccc(C(=O)NNC(=O)c2cc(OC)c(OC)c(OC)c2)cc1,-15.7
OCCN(CCO)CC(O)CN(c1ccccc1)c1ccccc1 (stereo not given),0.6
O=C1CCC(NC(=O)c2ccccc2)C(=O)N1 (stereo not given),3.6
O=C(Nc1ccccc1)Nc1ccc(Oc2ncnc3cc(Cl)ccc23)nc1,2.3
CCn1nc(C)cc1C(=O)Sc1cccc(Br)c1,-10.5
Cc1cc(C)cc(NC(=O)N2CCCN(Cc3c(F)cccc3Cl)CC2)c1,1.3
CCN1CCN(C(c2cccs2)C(C)NC(=O)c2cccc(OC)c2)CC1 (stereo not given),-31.7
O=S(=O)(c1ccc2ccccc2c1)N1CCN(C(=S)Nc2ccccc2F)CC1,7.9
CCOC(=O)c1ccc(NC(=O)[C@@H](NC(N)=O)C(C)C)cc1,-10.2

(continued)
smiles,S1P3 antag
CCOC(=O)Cc1c[nH]c(=S)[nH]c1=O,-0.5
CCC(C)N=Cc1c(Nc2ccccc2)nc2c(C)cccn2c1=O (stereo not given),2.4
CC1(C)Cc2cccc(C(=O)Nc3ccc(F)cc3F)c2O1,-7.6
O=C(COc1ccc(Cl)cc1Cl)NN1C(=O)C2C3C=CC([C@@H]2C1=O)C31CC1 (stereo not given in full),-4.0
CCOC(=O)C1=C(C)NC(C)=C(C(=O)OCC)C1c1cccc(C)n1,-5.0
O=C(NC(=S)Nc1ccc(CN2CCOCC2)cc1)c1ccc(-c2ccc(Cl)cc2)o1,-4.9
CCCCNC(=S)N1CCN(c2ccc(C(C)=O)cc2)CC1,1.5
Fc1cnc(Cl)nc1N1CCN(c2ccccc2)CC1,-22.8
CC(C)Cc1ccc(C(C)C(=N)N)cc1 (stereo not given),-3.4
COC(=O)c1cc(NC(=O)c2cc(-c3ccccc3Cl)oc2C(F)(F)F)ccc1N1CCOCC1,3.4
COc1ccc(C2CC(c3ccccc3OC(=O)/C=C/c3ccccc3)=NN2C(C)=O)cc1 (stereo not given),10.6
COc1cc(OC)cc(C(=O)NC(=S)NNC(=O)[C@H]2C[C@@H]2c2ccccc2)c1,-8.0

The list continues.
smiles,S1P3 antag
COC(=O)c1ccc(/C=N/NC(=O)C(=O)NCC2CCCO2)cc1 (stereo not given),15.5
CCCn1nnc(NC(=O)C(C)C)n1,-13.6
O=C(O)CCSc1ncnc2sc(-c3ccccc3)cc12,-1.7
O=[N+]([O-])c1ccc(-c2cn3c(n2)CCC3)cc1,-12.4
Cc1nc(NS(=O)(=O)c2ccccc2)sc1NC(=O)Nc1ccc(Cl)cc1,0.3
CCOC(=O)C1CCCNC1=O (stereo not given),7.7
CCOC(Cn1ccc(=O)[nH]c1=O)OCC,-3.5
CCCN1CN=C(Nc2nc3ccccc3o2)NC1,-13.9
Cc1cc(=O)n2c(n1)NC(Nc1cccc(C)c1C)=NC2c1ccccc1 (stereo not given),-0.6
Cc1ccc(/C=N/n2c(-c3ccccn3)n[nH]c2=S)o1,7.7
COc1ccc(-n2c(=O)c3c4c(sc3n3c(=S)[nH]nc23)COC(C(C)C)C4)cc1 (stereo not given),1.5
Cc1cc(C)c2nncn2n1,-9.4

Additional records follow.
smiles,S1P3 antag
O=C(NC(=S)Nc1ccccc1N1CCCC1)c1ccco1,3.8
Clc1cc2c(c(CSc3nc4ccccc4n4cccc34)c1)OCOC2,-2.0
CCOC(=O)c1[nH]cnc1C(=O)Nc1cccc(OC)c1,-6.3
NC(N)=NC1=NC(=O)C(Cc2ccccc2Cl)S1 (stereo not given),-4.7
O=C(NC(=O)N1CCN(c2ccc([N+](=O)[O-])cn2)CC1)c1c(Cl)cccc1Cl,2.9
Oc1c(/C=N/c2ccccn2)sc2ccccc12,1.9
CC(=O)c1sccc1NC(=O)c1ccccc1C(=O)O,-7.9
O=C(Nc1nnc(CCN2CCCCC2)s1)c1cccc(Cl)c1,-6.8
COc1ccc(-c2nc(-c3cccs3)no2)cc1,2.2
CC(=O)Nc1ccc2c(c1)ncn2-c1ccccc1,6.7
O=C(COC(=O)C1CCN(S(=O)(=O)c2cccs2)CC1)NCc1ccc(F)cc1,-11.3
NC(=S)c1ncc(C(F)(F)F)cc1Cl,-2.6

Next records:
smiles,S1P3 antag
CC(C)c1ccc(NS(=O)(=O)c2ccc(N3C(=O)CCC3=O)cc2)cc1,9.8
C=CCNC(=O)CSc1nc2scc(-c3ccco3)c2c(=O)n1CC=C,5.8
O=C(CN1C(=O)c2ccccc2C1=O)NCc1ccc(N2CCOCC2)cc1,-0.2
O=C(NCCc1c[nH]c2ccccc12)C(=O)NCC1OCCN1S(=O)(=O)c1cc(F)ccc1F (stereo not given),-0.5
CCCCCCC(=O)N(O)C1CC(=O)N(c2ccc(F)cc2)C1=O (stereo not given),11.7
N#C/C(=C(/O)c1ccc(C(=O)c2ccccc2)cc1)c1nc2ccccc2[nH]1,-10.8
NC(=O)c1c(NC(=O)CN2C(=O)NC(Cc3ccccc3)C2=O)sc2c1CCC2 (stereo not given),-4.2
O=C(c1ccc(S(=O)(=O)N2CCCC2)cc1)N1CCCCCC1,-0.1
CC1(C(=O)NNC(=O)C2CCCCC2)CC1(Cl)Cl (stereo not given),-11.2
COC(=O)c1cn(C(=O)c2ccc(Cl)cc2)c2ccccc12,1.0
O=C(COc1ccccc1)N1CCN=C1SCc1ccc(F)cc1,8.1
COc1cc2c3c(c1OC)C1(C=CC(=O)C=C1)CC3N(C(=O)CCC(=O)O)CC2 (stereo not given),4.3
O=C(Cc1ccccc1)N/N=C/c1ccc(S(=O)(=O)O)o1,-2.1
Nc1nc(C23CC4CC(CC(Cl)(C4)C2)C3)cs1,-5.2
N/C(=N\OC(=O)c1ccc(OCC(F)(F)F)nc1)c1ccc(Cl)cc1,0.4
